# TPT1 inh – inhibitors of Candida albicans tRNA 2'-phosphotransferase TPT1; recombinant caTPT1, FP RNA substrate dephosphorylation; inhibition, % at 5 µM; 300,000 tested, 0.81% active; AID 1962;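 active = inhibition above the mean of all tested compounds plus 3 SD, set per screening campaign, cut at about 24% in these data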;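 also: plate controls were DMSO alone for no effect and ferristatin control at 100 nM for full effect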
# HCV core dimer – HCV core protein dimerization inhibition. inhibition, % at 5 µM. TR-FRET GST/Flag-core106 dimerization, 1536-well. AID 1899. 300,000 tested, 0.33% active;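 active = inhibition above the mean of all tested compounds plus 3 SD, set per screening campaign, cut at about 45% in these data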
#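 Assay system: GST-tagged and Flag-tagged HCV core protein residues 1-106 / Times: compound-protein-antibody incubation 4 h at 22.5 °C / Signal: time-resolved FRET, ex 340 nm, em 617 and 671 nm / Evaluation: % inhibition based on acceptor/donor emission ratio / Benchmarks: wells lacking GST-core106 and wells with excess unlabelled core106 / Repeats: singlicate, one well per compound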
# proCasp7 act – counter-screen for procaspase-3 activators: activators of human procaspase-7; recombinant procaspase-7, Ac-DEVD-pNA absorbance 405 nm; D23A/D198A/D206A triple mutant, cannot self-cleave; scale: DMSO 0, 5 µM enzyme 100; activation, % at 8.5 µM; 330,000 tested, 0.093% active;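 active = percent activation above the screen-wide mean plus 3 SD, cut at about 25% in these data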
#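 Assay system: Uncleavable procaspase-7 mutant enzyme; Input: 2 µM procaspase-7 mutant as dispensed; Also added: DEVD-pNA substrate; Medium: Zinc-free HEPES pH 7.4 with 300 mM NaCl, 0.01% Triton X-100; Timing: 1 h compound preincubation, 2 h substrate cleavage, 25 °C; Measured by: Epi-absorbance of released pNA at 405 nm, two timepoints.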
# CTSL1 counter – blocks F. hepatica cathepsin L1 in PFM18AAP counter-screen. recombinant F. hepatica cathepsin L1, Z-Leu-Arg-MCA fluorescence. inhibition, % at 5.96 µM. 300,000 tested, 0.49% active;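 active = inhibition above the mean of all tested compounds plus 3 SD, set per screening campaign, cut at about 17% in these data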;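 also: 0% = plate median of test compound wells and 100% = 1 µM Z-Phe-Ala-diazomethylketone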
# AHR activator – activates the human aryl hydrocarbon receptor | P35869 | AHR-responsive luciferase reporter cells, luminescence | activation, % at 5 µM | 320,000 tested, 2.5% active | AID 2796; in the data active = activation above about 47%;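 also: 0% = vehicle wells and 100% = reference agonist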
# Target sequence (P35869 whole entry, looked up): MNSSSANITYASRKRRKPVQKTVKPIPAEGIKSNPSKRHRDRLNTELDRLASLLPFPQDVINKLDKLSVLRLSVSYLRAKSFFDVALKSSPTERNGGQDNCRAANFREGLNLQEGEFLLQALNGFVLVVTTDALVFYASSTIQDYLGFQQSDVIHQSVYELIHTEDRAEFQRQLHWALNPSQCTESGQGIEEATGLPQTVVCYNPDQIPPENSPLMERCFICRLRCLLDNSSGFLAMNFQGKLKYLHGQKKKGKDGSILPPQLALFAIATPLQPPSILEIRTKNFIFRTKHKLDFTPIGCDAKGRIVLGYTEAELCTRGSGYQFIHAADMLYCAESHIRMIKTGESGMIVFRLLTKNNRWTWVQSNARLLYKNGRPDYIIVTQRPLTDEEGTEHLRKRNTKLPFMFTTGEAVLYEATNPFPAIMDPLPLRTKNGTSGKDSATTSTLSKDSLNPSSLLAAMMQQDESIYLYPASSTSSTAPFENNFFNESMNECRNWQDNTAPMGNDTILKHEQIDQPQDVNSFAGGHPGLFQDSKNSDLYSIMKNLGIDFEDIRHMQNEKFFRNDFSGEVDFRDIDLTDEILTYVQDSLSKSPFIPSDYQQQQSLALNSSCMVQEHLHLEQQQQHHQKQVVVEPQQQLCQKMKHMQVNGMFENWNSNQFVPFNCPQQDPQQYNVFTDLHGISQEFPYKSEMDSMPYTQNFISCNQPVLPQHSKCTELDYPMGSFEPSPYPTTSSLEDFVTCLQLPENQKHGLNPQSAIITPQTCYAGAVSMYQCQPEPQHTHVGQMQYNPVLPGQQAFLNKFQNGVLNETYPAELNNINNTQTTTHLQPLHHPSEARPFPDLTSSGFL
# PAFAH2 FP inh – PAFAH2 (human) inhibition; Q99487; recombinant PAFAH2, FP-rhodamine activity probe, fluorescence polarization; inhibition, % at 3.39 µM; 340,000 tested, 0.99% active; AID 492956;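 active = inhibition above the mean over all tested compounds plus 3 SD, cut at about 30% in these data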;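 also: inhibitors block probe labeling of enzyme so polarization drops; 0% = enzyme with DMSO and 100% = wells lacking PAFAH2 protein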
# procasp3 activ – activators of human procaspase-3. P42574. recombinant procaspase-3 D3A, Ac-DEVD-pNA absorbance 405 nm. activation, % at 8.5 µM. AID 463141. 330,000 tested, 0.11% active;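 active = activation above the mean of all tested compounds plus 3 SD, cut at about 21% in these data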;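 also: 0% = DMSO alone and 100% = DMSO wells spiked with extra 5 µM PC-3 D3A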
#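 assay system = Procaspase-3 D3A mutant | signal = absorbance at 405 nm, 0 and 120 min | times = 1 h preincubation plus 2 h reaction at 25 °C | repeats = single replicate | read-out = % activation between DMSO and enzyme-spiked controls | medium = Zinc-free HEPES saline buffer with Triton X-100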
# PP1 inh – blocks human PP1-alpha phosphatase, a PP5 counter-screen; P62136; purified PP1alpha, OMFP fluorescence; inhibition, % at 6.7 µM; 320,000 tested, 0.9% active; AID 2235;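 active = inhibition above the mean inhibition of all tested compounds plus 3 SD, computed separately for each screening campaign, cut at about 15% in these data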
# PP5 primary – PP5 (human) phosphatase inhibition | P53041 | purified PP5c, OMFP substrate fluorescence | inhibition, % at 6.7 µM | 320,000 tested, 0.18% active;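 active = inhibition above the campaign's mean inhibition across all tested compounds plus 3 SD, cut at about 9.5% in these data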;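 also: 0% = DMSO only and 100% = 100 µM cantharidin control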
# Starred values were filed as active, the others as inactive; x = no result given; & = joins results of further samples.
compound,TPT1 inh,HCV core dimer,proCasp7 act,CTSL1 counter,AHR activator,PAFAH2 FP inh,procasp3 activ,PP1 inh,PP5 primary
NC(=O)c1nn(CC(=O)Nc2cccc(S(=O)(=O)N3CCCCCC3)c2)c(=O)c2ccccc12,x,x,-13,x,5,1,-4,10,1.8
O=C(/C=C/c1ccc[nH]1)c1ccccc1,18,-8,-30,16,-3,8,-14,-2,-4.4
CCCCN(CCCNC(=O)C1CCN(C(=O)c2cc3sccc3n2C)CC1)Cc1ccccc1,0,-11,3,4,5,-2,7,-2,-2.2
CCN(CCn1cccn1)Cc1nc(Cc2cccc(F)c2)no1,2,0,4,0,3,9,-1,0,0.5
Cc1cccc(N(C)C(=O)CCS(=O)(=O)c2cccc3nonc23)c1,-4,1,0,-3,-4,-9,-5,-2,1.4
O=S1(=O)[C@H]2CC3O[C@]2(C[C@@H]3c2ccc(F)cc2)CN1Cc1ccc(Cl)cc1,0,3,1,-3,4,-7,10,4,-0.5
CCOC(=O)C(C)Oc1cccc2c(=O)n(CC(=O)N3CCN(C(=O)OCC)CC3)ccc12 (stereo not drawn),-4,0,0,-3,2,0,2,2,-1.2
O=C(C1CCN(Cc2ccc(F)cc2)CC1)N(CCc1ccccc1)Cc1ccccc1,2,-1,16,-1,0,0,11,1,1.1
CCC(C)Sc1ccc([C@H]2N[C@@](C)(C(=O)OC)[C@H]3C(=O)N(CC)C(=O)[C@@H]23)cc1OC (stereo partly drawn),x,x,10,x,0,-3,-3,x,x
CN(CC(=O)Nc1cccc(C(F)(F)F)c1)C1=NS(=O)(=O)c2ccccc21,x,x,4,x,0,5,4,x,x
O=C(Nc1ccc(N2CCCCC2)cc1)c1ccccn1,-2,-5,-5,4,-9,2,6,-2,0.4
CCc1nnc(NC(=O)CSc2nnc(COc3ccccc3)n2-c2ccc(C)cc2)s1,-4,10,7,0,1,-8,-1,-2,0.4
CC1CCN(C(=O)CSc2nc3cccnc3n2C)CC1,3,0,-5,-1,28,0,-10,0,-4.1
O=S(=O)(c1cccs1)N1CCN(S(=O)(=O)c2cccs2)CC1,-4,-2,-1,-2,0,-4,4,0,0.5
OCCN1CCN(c2cc(C(F)(F)F)nc3c(F)cccc23)CC1,-1,4,0,-4,-1,4,-6,-8,2.6
Fc1ccc(CSc2nc3ccccc3[nH]2)cc1,-4,-16,-7,1,-13,3,5,1,3.4
COc1ccc(OC)c(Nc2nc(-c3ccc(O)c(O)c3)cs2)c1,5,-26,-13,0,23,-9,-13,-2,4.4
CCOC(=O)c1cnc(SCC(=O)N2CCOCC2)nc1N,-6,-7,3,2,11,-3,4,-2,-2.7
C=CCNC(=S)N/N=C/c1ccc(-c2ccc(Cl)cc2Cl)o1,-3,7,0,-1,61*,2,-11,4,-0.8
O=C(CN1CCC2(CC1)OCCO2)c1ccc2cc[nH]c2c1,2,0,13,2,4,0,-1,-2,0.7
O=C(CCc1nnc(-c2ccccc2)o1)NC1CCCCC1,1,2,-3,-2,4,-1,0,-1,0.2
O=C(Cc1ccc2c(c1)OCCO2)N1CCN(c2ccccc2)CC1,-2,-2,-2,2,0,2,9,-1,1.2
Cc1nn(CC(=O)NCCCN2CCOCC2)c(C)c1[N+](=O)[O-],3,-1,-9,-2,0,11,0,-16,2.6
O=C(Nc1cccnc1)c1cc(Cl)ccc1Cl,-3,-11,8,0,-2,4,-11,-3,1.4
O=C(NCc1cccs1)C1CCCN(C(=O)Nc2ccc(F)cc2)C1 (stereo not drawn),0,2,-2,-3,-1,-11,2,1,3.0
CCOC(=O)[C@@H]1[C@H]2COc3ccc(Br)cc3[C@H]2N2C(=O)N(c3ccc(Cl)cc3)C(=O)[C@]12C,x,x,1,x,-1,-3,-1,x,x
CC(=O)OC1COC(n2c(O)c(N=NC(N)=S)c3ccccc32)C(OC(C)=O)C1OC(C)=O (stereo not drawn),1,-4,-6,7,3,-7,0,-5,0.9
COCCNC(=S)N1CCC(NC(=O)C23CC4CC(CC(C4)C2)C3)CC1,-2,1,5,-4,1,11,4,-1,-0.6
COc1cccc(-n2c(CN3CCN(c4ccc(C)cc4)C(C)C3)nc3ccc([N+](=O)[O-])cc3c2=O)c1 (stereo not drawn),-1,10,1,1,14,-7,4,-2,-0.1
NC(=O)C1CCN(C(=O)c2cc(-c3ccc(Cl)cc3)nc3ccccc23)CC1,x,x,-4,x,3,2,1,x,x
COc1ccccc1NC(=O)CSc1nc2nccnc2c(=O)n1Cc1cccs1,-1,-1,-8,5,4,10,0,2,-1.2
O=C(NCc1ccc(F)cc1)c1ccc(CS(=O)(=O)Cc2ccccc2F)o1,0,8,-9,-1,0,-13,2,2,2.6
CC(=O)c1ccc(N(CC(=O)NCC2CCCO2)C(=O)CCC(=O)Nc2cc(C)on2)cc1 (stereo not drawn),-2,0,-4,2,0,1,-3,-2,-0.2
COc1cccc(N(C(=O)c2cccs2)c2nc3ccccc3s2)c1,-5,6,9,4,2,-3,-1,-1,2.9
O=C(N1CCN(c2cccc(Cl)c2)CC1)C1(S(=O)(=O)c2ccc(Cl)cc2)CC1,2,6,16,2,10,-6,3,1,2.5
Nc1cc2nsnc2cc1Br,-14,-73,-33,114*,19,56*,-20,5,11*
CCCOC(=O)COC(=O)c1ccccc1NC(=O)c1ccccc1,1,-3,-3,2,1,4,-1,-5,3.6
Fc1ccc(NC(=S)NCCc2ccc(Cl)cc2)cc1,2,-8,4,-5,3,-1,-4,0,1.2
CC(=O)Nc1c(O)nc(SCc2ccc(Cl)cc2)[nH]c1=O,-4,-1,6,-2,-5,5,-4,-2,-0.2
CN1CCN(C(=O)c2cc3sc4ccccc4c3s2)CC1,-5,0,2,-1,0,x,-14,0,1.3
O=C(CCS(=O)(=O)c1ccccc1)N1CCN(c2ccccc2)CC1,0,-14,0,1,15,11,1,4,2.1
C/C(=N\NC(=O)c1nnn(-c2nonc2N)c1CN(C)c1ccccc1)c1ccc(O)cc1,1,6,10,-1,5,4,-3,4,2.6
O=[N+]([O-])c1cc2c(c(CSc3nnc(Nc4ccccc4)s3)c1)OCOC2,-2,16,7,5,2,4,-10,2,-5.8
CCn1cc(C(c2ccccc2)C(C(C)=O)[N+](=O)[O-])c2ccccc21 (stereo not drawn),-7,2,12,-4,1,3,-10,-5,3.0
CCCCn1nnc(NC(=O)COc2ccc(Cl)c(C)c2)n1,0,-1,-5,-3,4,4,0,-2,2.6

# An excerpt from above in order of length of the SMILES, falling.
compound,TPT1 inh,HCV core dimer,proCasp7 act,CTSL1 counter,AHR activator,PAFAH2 FP inh,procasp3 activ,PP1 inh,PP5 primary
O=C(N1CCN(c2cccc(Cl)c2)CC1)C1(S(=O)(=O)c2ccc(Cl)cc2)CC1,2,6,16,2,10,-6,3,1,2.5
O=[N+]([O-])c1cc2c(c(CSc3nnc(Nc4ccccc4)s3)c1)OCOC2,-2,16,7,5,2,4,-10,2,-5.8
CCn1cc(C(c2ccccc2)C(C(C)=O)[N+](=O)[O-])c2ccccc21 (stereo not drawn),-7,2,12,-4,1,3,-10,-5,3.0

# Next structures follow:
compound,TPT1 inh,HCV core dimer,proCasp7 act,CTSL1 counter,AHR activator,PAFAH2 FP inh,procasp3 activ,PP1 inh,PP5 primary
COCC(=O)n1nc(-c2ccccc2)nc1NCc1ccc(F)cc1,1,6,-8,-5,8,-1,-4,0,5.7
CCOC(=O)c1cc(-c2ccccc2C)nn1CC1CC(c2cccnc2)=NO1 (stereo not drawn),x,x,11,x,1,-2,-5,x,x
C(#Cc1ccccc1)CN1CCN(c2ccccn2)CC1,-4,2,-8,-3,-3,1&6,3,2,2.9
Cc1cccn2cc(CNC(=O)C3CCCCC3)nc12,-3,-1,10,3,1,-2,2,0,-0.4
CN1CCN(CC(=O)Nc2ccc(S(=O)(=O)N(C)C)cc2)CC1,-1,-7,0,-3,4,-3,-1,4,0.2
NC(=O)[C@@H]1CCCNc2c(I)cc([N+](=O)[O-])cc2C(=O)N[C@@H](Cc2ccccc2)C(=O)N[C@@H](Cc2cnc[nH]2)C(=O)N1,1,7,2,0,-3,-2,3,-2,1.1
Cc1ccccc1Cn1c(=O)n(C)c(=O)c2sccc21,1,-6,-1,1,1,1,-1,0,-4.0
CCn1c(NC(=O)c2cccs2)nc2ccccc21,1,-2,0,0,32,4,-2,2,5.2
Cc1ccc2c(c1)C1NC(=S)NC(C)(O2)C1C(=O)Nc1ccc(Cl)cc1 (stereo not drawn),2,3,-1,0,7,7,8,2,2.1
COCCNC(=O)c1ccc(N2CCC3(CC2)OCCO3)c([N+](=O)[O-])c1,0,-4,4,1,-2,-10,-5,1,-0.5
Cc1cc(C)n2c(nc3ccccc32)c1C(=O)NCc1ccccc1,3,2,11,2,23,7,4,-3,-4.3
CN(C1CCCCC1)S(=O)(=O)c1cc2c(cc1Cl)NC(=O)CO2,1,26,-2,-1,0,3,-7,0,0.5
CC1CCN(c2ccc(-c3cccc(NC(=O)C(F)(F)F)c3)nn2)CC1,1,-3,-6,8,-9,1,-1,0,2.8
COc1ccccc1N(CC(=O)NC1CCCCC1)C(=O)CNC(=O)c1cccs1,-5,-3,-5,-7,7,5,-10,2,3.7
Cc1oc(-c2ccc(-c3ccccc3)cc2)nc1CN1CCN(CC(=O)N(C)C)CC1,-5,1,7,8,14,1,7,-6,-1.1
COC(=O)c1c(C)oc2cc(Br)c(OCC(=O)C(C)(C)C)cc12,-2,2,5,0,1,-1,0,-6,0.0
Cc1ccc(C(C)n2cc(C(=O)NCc3cccnc3)nn2)cc1 (stereo not drawn),0,-5,8,-1,2,-11,-9,-2,-3.4
CCC(=O)c1cc(-c2nc3ccccc3n2C)n(C)c1,-3,0,-12,5,-3,4,-1,-3,-1.0
CC1CC(C)CN(S(=O)(=O)N2CCCC(C(=O)NC3CCCCC3C)C2)C1 (stereo not drawn),0,5,-1,0,0,9,4,-1,-0.7
CCCc1nc2nc(C)c(NS(=O)(=O)c3ccc([N+](=O)[O-])cc3)c(=O)n2[nH]1,-3,-8,-17,-10,3,-2,-9,-7,-4.2
O=C(c1ccc(-c2cccc(Cl)c2Cl)o1)N1CCOCC1,-2,0,11,4,16,12,1,-1,-1.4
O=C(NCCNC(=O)c1ccccc1Br)c1cccnc1,4,1,-7,3,-1,8,-7,-6,-2.5
C=CCn1c(=O)c(C(=O)Nc2ccc(C)cn2)c(O)c2ccccc21,3,3,4,1,15,0,10,0,0.2
COc1ccccc1N1CCN(C(=O)CNS(=O)(=O)c2ccc(Br)s2)CC1,-2,1,1,-1,2,10,6,-1,2.8
O=c1nc(Nc2ccc(OCc3ccccc3)cc2)sc2ncccc12,0,-6,-5,0,-1,3,-2,1,4.7
CCc1ccc(NC(=S)NC2CC3CCC(C2)N3Cc2ccco2)cc1 (stereo not drawn),2,-3,-11,2,1,8,9,4,1.4
CCSc1nnc(-c2cccs2)o1,-2,-1,5,1,-2,1,1,3,-0.5
